NS5 inhibitors: flavivirus cap methylation enzyme inhibition – biochemical, confirmation dose response, primary screen (AID 588689); actives 0.3% (n = 340,000); Dengue-2 NS5 methyltransferase capping enzyme assay, biochemical; higher % means a stronger effect; one-dose inhibition, % at 25 µM; IC50 in µM for titrated hits; in the data active = a potency from the dose series; inconclusive = inhibition above about 29% without an active follow-up result
KOR beta-arrestin-1: kappa opioid receptor activators – cell-based, luminescence, uHTS, primary screen (AID 1777). KOR beta-arrestin recruitment, luminescence; higher % means a stronger effect. one-dose activation, % at 10 µM; EC50 in µM for titrated hits. actives 0.02% (n = 280,000); in the data active = activation above about 50%, passing the limit was not always enough; note: a part of the inactive calls stands beside numbers as strong as those of hits
West Nile virus CPE: West Nile virus antiviral activity, cell-based, CPE readout (AID 1621) | West Nile virus-infected cells, CPE inhibition; higher % means a stronger effect | CPE inhibition, % at 10 µM, or IC50 in µM where a hit was titrated | actives 0.02% (n = 290,000); in the data active = a potency from the dose series; inconclusive = CPE inhibition mostly from about 3.7% at the one dose, without a potency; inactive = the rest, 99 in 100 with CPE inhibition below about 2.2%; note: strong numbers were not always called active
KOR beta-arrestin-2: kappa opioid receptor blockers – cell-based, luminescence, uHTS (AID 1778); KOR beta-arrestin recruitment, luminescence, antagonist mode; higher % means a stronger effect; one-dose inhibition, % at 10 µM; IC50 in µM for titrated hits; actives 0.091% (n = 290,000); note: strong numbers were not always called active
HIV fusion peptide: inhibitors of HIV fusion peptide binding, primary screen, biochemical, uHTS, fluorescence dequenching (AID 1986); actives 0.3% (n = 290,000); cell-free peptide binding, fluorescence dequenching, 30 min; higher % means a stronger effect; inhibition, % at 20 µM; hits with a dose series show IC50 in µM; in the data active = inhibition mostly above about 52%, no sharp cut-off; inactive = mostly below about 76%; note: some results filed as inactive read as strong as hits
NOD2 inhibition: inhibition of NOD2-driven NF-kB reporter – cell-based, luminescence, uHTS, HEK293 (AID 1566); HEK293 NOD2/NF-kB luciferase reporter, luminescence; higher % means a stronger effect; inhibition, % at 4 µM, or EC50 in µM where a hit was titrated; actives 0.63% (n = 290,000); note: many of its hits are not listed in these tables
Yfh1-depleted yeast: mitochondrial function rescue without frataxin homolog – Friedreich's ataxia, plus single-dose screen, dose response (AID 1465); S. cerevisiae Yfh1-off respiration, WST-1 reduction, 72 h; higher fold induction means a stronger effect; fold induction at 50 µM; hits with a dose series show EC50 in µM; actives 0.074% (n = 220,000);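 active = fold induction of absorbance versus untreated yeast above a set limit, then at least 30% activation at any dose in follow-up; inconclusive = repeats straddling the limit, or above it without dose testing; inactive = fold induction below the set limit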;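 note: activators that raise dye reduction in frataxin-depleted yeast; strong numbers were not always called active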
NOD1 inhibition: inhibition of NOD1-driven NF-kB reporter – cell-based, luminescence, uHTS, primary screen (AID 1578). NOD1-driven NF-kB luciferase reporter cells, luminescence; higher % means a stronger effect. inhibition, % at 4 µM, or EC50 in µM where a hit was titrated. actives 1% (n = 290,000); in the data active = inhibition mostly above about 36%, no sharp cut-off; inactive = mostly below about 34%;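 note: HEK-293T reporter cells stimulated with the NOD1 agonist gamma-tri-DAP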
AID2073: inhibitors of Mint1-CaV2.2 protein interaction, biochemical, HTRF (AID 2073) | HTRF protein-protein interaction, Mint1-CaV2.2; higher % means a stronger effect | inhibition, % at 20 µM; hits with a dose series show IC50 in µM | actives 0.19% (n = 290,000); in the data active = inhibition mostly above about 51%, no sharp cut-off; inconclusive = no clear call, values can overlap the other calls; inactive = mostly below about 53%; note: some results filed as inactive read as strong as hits
NS5 inhibitors pilot replicate: also measured in NS5 inhibitors; calls as there; inhibition, %; measured here: pilot screen replicate inhibition
An asterisk follows results filed as active; i = inactive; ? = inconclusive; . = no result given; [ ] = remark or other dose. Cut-off read from the data, not from the text of the source, unless noted: active = inhibition above about 50%; inactive = the rest. Only part of the results is shown. The share of hits here may be higher or lower than overall.

SMILES	NS5 inhibitors	KOR beta-arrestin-1	West Nile virus CPE	KOR beta-arrestin-2	HIV fusion peptide	NOD2 inhibition	Yfh1-depleted yeast	NOD1 inhibition	AID2073	others
CCc1cccc(C)c1NC(=O)COn1nnc2ccc(C(F)(F)F)cc21	-7%	-0.4%	-1.1%	23%	-1.0%	-3%	i	30%	1%
O=C(O)CC1SC(=Nc2cccc(O)c2)NC1=O (configuration not stated)	1%	0.5%	0.8%	1%	-1.2%	4%	i	.	-3%
COc1ccc(-c2cn(-c3ccc(Cl)cc3)c3[n+]2CCCCC3)cc1	6%	1.1%	-0.2%	9%	-0.4%	2%	i	3%	-4%
COCC(=O)N(C)C1(c2nnnn2CCOC(=O)Nc2ccc(Cl)cc2)CCCCC1	2%	-1.7%	-0.4%	-22%[20 µM]	1.5%	21%	i	-28%	8%
C#CCN1C(=O)S/C(=C/c2cc(C)n(CC)c2C)C1=O	-1%	-1.2%	-0.6%	-36%	-0.7%	-90%	i	-21%	3%
O=C(O)c1ccccc1C(=O)c1ccc2c(c1)N(Cc1ccc(Cl)c(Cl)c1)C(=O)CO2	4%	-3.0%	-1.3%	19%	-0.4%	8%	i	-14%	-10%
CC(NC(=O)/C(=C\c1ccco1)NC(=O)c1ccco1)C(=O)O (configuration not stated)	.	-2.1%	1.1%	12%	7.8%	8%	.	-6%	-3%
OC(CN1CCCCC1)CN1CCCCC1	1%	-3.4%	3.2%	29%	4.1%	11%	i	14%	24%
Nc1ncnc2c1ncn2CCN1CCCCC1	-8%	.	0.2%	.	3.1%	-2%	i	-1%	6%
Cc1ccc(-n2c(SCC(=O)Nc3ccc4c5c(cccc35)CC4)nc(O)cc2=O)cc1	-8%	2.5%	-0.2%	-5%	53%	-11%	i	-32%	56%
CC(C)(C)c1ccc(OCc2ccc(C(=O)N3CCOCC3)o2)cc1	-2%	.	-1.0%	-52%[20 µM]	-1.4%	-10%	i	-5%	-20%
COc1ccccc1C(=O)c1c(C)c(CCC#N)n2ccccc12	1%	-3.1%	-0.5%	18%	0.4%	23%	.	2%	1%
CSc1ccccc1OCc1cc(C(=O)NCC(C)(C)N2CCOCC2)no1	-5%	5.2%	-0.5%	5%	1.5%	7%	.	4%	-1%
Cc1ccc(NC2CCCN(C(=O)CCC3=NNC(=O)CC3)C2)cc1C (configuration not stated)	0%	-0.8%	0.5%	-9%	-1.0%	13%	.	-15%	9%
CC(=O)Nc1ccc(S(=O)(=O)NC2CCSc3ccccc32)cc1 (configuration not stated)	-12%	0.8%	-0.6%	-26%	0.4%	8%	.	0%	7%
CC12CCC(=O)N1C(C(=O)Nc1ccc(Br)cc1Cl)CS2 (configuration not stated)	-4%	1.5%	-1.2%	-2%	-1.2%	-9%	.	-35%	-2%
OCC1(Cc2ccc(Cl)cc2)CCN(Cc2ccc(F)c(F)c2)CC1	-7%	-0.6%	-1.6%	9%	-1.2%	20%	i	1%	8%
Cc1ccc(-c2csc3nc(SCC(=O)N(C)C)n(Cc4ccccc4)c(=O)c23)cc1	-6%	1.4%	?	31%	-3.6%	34%	i	28%	24%
CC1(C)Cn2c(nc(=O)c3c2NCN(CCc2ccccc2)C3)S1	-4%	-3.1%	0.0%	8%	-1.1%	4%	i	-16%	0%
CC(=O)c1ccc(NC(=O)CCCCCn2nnc3ccccc3c2=O)cc1	-1%	-1.7%	-0.7%	46%	-0.6%	-29%	.	-3%	7%
O=C(c1ccc(Cl)c(S(=O)(=O)N2CCCCCC2)c1)N1CCOCC1	1%	-4.0%	-0.3%	5%	-1.0%	12%	i	-34%	-5%
COc1ccc(/C=N/NC(=O)CNC(=O)c2ccncc2)cc1	-12%	1.3%	0.1%	1%	1.3%	2%	.	-13%	-2%
N=c1c(-c2nc3ccccc3[nH]2)cc(C(=O)c2ccco2)nn1-c1ccccc1	-3%	12%	-0.6%	-4%	6.8%	-8%	i	14%	16%
O=C(Nc1ccccc1C(=O)Nc1ccccn1)c1ccc([N+](=O)[O-])cc1	-1%	-1.9%	-0.7%	-39%[20 µM]	-0.4%	-10%	i	-38%	32%
O=C(O)C(Cc1ccccc1)NS(=O)(=O)c1ccc2c(c1)OCCO2 (configuration not stated)	-7%	4.9%	-0.1%	-16%	1.2%	4%	i	5%	1%

Among those listed so far, these contain an aryl thioether with sulfur outside any ring:
SMILES	NS5 inhibitors	KOR beta-arrestin-1	West Nile virus CPE	KOR beta-arrestin-2	HIV fusion peptide	NOD2 inhibition	Yfh1-depleted yeast	NOD1 inhibition	AID2073	others
Cc1ccc(-n2c(SCC(=O)Nc3ccc4c5c(cccc35)CC4)nc(O)cc2=O)cc1	-8%	2.5%	-0.2%	-5%	53%	-11%	i	-32%	56%
CSc1ccccc1OCc1cc(C(=O)NCC(C)(C)N2CCOCC2)no1	-5%	5.2%	-0.5%	5%	1.5%	7%	.	4%	-1%
Cc1ccc(-c2csc3nc(SCC(=O)N(C)C)n(Cc4ccccc4)c(=O)c23)cc1	-6%	1.4%	?	31%	-3.6%	34%	i	28%	24%

The list goes on.
SMILES	NS5 inhibitors	KOR beta-arrestin-1	West Nile virus CPE	KOR beta-arrestin-2	HIV fusion peptide	NOD2 inhibition	Yfh1-depleted yeast	NOD1 inhibition	AID2073	others
Cc1noc(C)c1C(=O)Nc1cccnc1	-7%	-2.4%	0.1%	12%	0.9%	-1%	i	-7%	-3%
O=C(CCNC(=O)c1ccco1)Nc1ccc(OC(F)(F)F)cc1	-8%	5.2%	-0.7%	0%	-2.4%	-13%	.	20%	1%
COCCn1c(C)cc(C(=O)COC(=O)c2ccc(NC(=O)CC#N)cc2)c1C	-17%	2.9%	0.2%	-8%	30%	-48%	i	-33%	16%
COc1ccccc1P(=O)(c1ccccc1)c1ccccc1	-3%	6.4%	-0.5%	-46%[20 µM]	-1.8%	4%	.	34%	10%	NS5 inhibitors pilot replicate=-3.6
O=C(N=C1SC2CS(=O)(=O)CC2N1Cc1ccc(Cl)cc1)C1CC1 (configuration not stated)	-3%	-7.6%	-0.4%	0%	-0.7%	13%	.	-19%	3%
CCCCc1ccc(NC(=O)C(C)CC)cc1 (configuration not stated)	-9%	.	1.5%	-16%[20 µM]	-0.3%	-64%	i	-54%	3%
CCOC(=O)C1=C(C)NC(=O)NC1	-1%	-3.5%	0.2%	-4%	1.4%	-4%	i	-9%	-1%
COc1ccc(-n2cnnc2SCC(=O)N2CCN(S(=O)(=O)c3ccccc3)CC2)cc1	-8%	-0.1%	-0.4%	-6%	-0.8%	14%	i	14%	6%
CC(C)CN1C(=O)c2ccc(C(=O)NCc3ccc4c(c3)OCO4)cc2C1=O	6%	-5.1%	0.9%	-10%	2.6%	1%	i	-13%	-6%
O=C(/C(=C/c1cccc(Cl)c1)c1nc2ccccc2[nH]1)c1ccccc1	-7%	3.1%	-2.0%	0%	3.6%	.	i	.	21%
CCOc1ccc(N(CC(=O)NCc2ccc(Cl)cc2)S(=O)(=O)c2ccccc2)cc1	-7%	5.2%	-1.4%	-9%	1.3%	-25%	.	6%	8%
Cc1[nH]nc(SCC(=O)NCCc2ccccc2)c1[N+](=O)[O-]	-2%	-9.4%	0.5%	16%	1.7%	13%	i	-52%	5%
Nc1nnc(SCC(=O)NN2C(=O)NC3(CCCCC3)C2=O)s1	-5%	-0.5%	0.0%	3%	3.4%	11%	i	-3%	-4%
COc1ccc(NC(=O)C(=O)NNC(=O)COc2ccc(Cl)cc2)c(OC)c1	-1%	-4.0%	0.1%	19%	-0.5%	-8%	.	-20%	8%
Cc1ccc(-c2csc(NC(=O)c3cnccn3)n2)cc1C	-7%	-6.8%	0.2%	-60%[20 µM]	-0.7%	0%	i	-27%	21%
CCN(Cc1ccccc1)c1ccc(/C=N/NS(=O)(=O)c2cccc([N+](=O)[O-])c2)cc1	-1%	-2.9%	-0.4%	16%	0.2%	-5%	i	-3%	8%
Cc1cc(=O)[nH]c(COc2ccccc2)n1	-1%	8.3%	0.1%	-50%	-0.9%	-8%	i	23%	1%
Cc1cc(C)c2nc(N(CCN(C)C)C(=O)c3ccc4ccccc4c3)sc2c1	-4%	-1.2%	-0.8%	-35%	-1.0%	8%	.	1%	2%
CCCCCCC(=O)Nc1nc(C)c(-c2csc(Nc3ccc(Cl)cc3)n2)s1	-12%	-1.4%	-0.8%	12%	2.4%	-26%	i	-13%	12%
Cc1ccc(OCC(=O)N/N=C/c2cccn2C)cc1C	-5%	5.2%	0.3%	.	-2.1%	3%	i	8%	-2%
CCOC(=O)c1ccc(-c2nnc(-c3ccc(Cl)cc3Cl)o2)cc1	-1%	0.0%	0.0%	-13%	0.6%	-34%	i	-41%	-1%	NS5 inhibitors pilot replicate=-8.8
CC(=O)Nc1ccc(S(=O)(=O)N2CCN(C(=O)N3CCCCC3)CC2)cc1	-3%	-4.9%	-0.7%	-17%[20 µM]	1.7%	6%	.	-21%	3%
O=C1C2C3C=CC(CNS(=O)(=O)c4ccccc4)(O3)C2C(=O)N1c1ccc(Cl)cc1 (configuration not stated)	-9%	1.4%	-0.6%	-33%	14%	12%	i	-17%	14%
Cc1cccc(N(Cc2cc3cc(C)ccc3[nH]c2=O)C(=O)c2cccs2)c1	7%	2.9%	-0.2%	26%	-0.6%	26%	i	4%	?
CCCN(CCC)c1nc(C#N)nc(N(CCC)CCC)n1	2%	-2.3%	1.1%	-3%	-1.4%	7%	i	-3%	4%
SMILES	NS5 inhibitors	KOR beta-arrestin-1	West Nile virus CPE	KOR beta-arrestin-2	HIV fusion peptide	NOD2 inhibition	Yfh1-depleted yeast	NOD1 inhibition	AID2073	others
CCO[C@H]1OC(C(=O)NCc2nc3ccccc3[nH]2)=C[C@@H](C)[C@@H]1CCCO	-3%	2.4%	0.2%	-20%	-0.2%	-7%	i	-35%	7%
CC(C)CCNC(=O)CO/N=C/c1ccccc1OC(F)F	-3%	-2.7%	-0.7%	-5%	2.2%	1%	i	-19%	1%
Cc1cc(=O)c2cc(Cl)ccc2[nH]1	-7%	-1.7%	.	-1%	0.2%	21%	.	15%	-16%
Cc1csc(NC(=O)CSc2nc(C)cs2)n1	-2%	-0.9%	-0.3%	-7%	-1.4%	-9%	i	-26%	4%
CC(=O)N1CCCc2cc(S(=O)(=O)NCCC3=CCCCC3)ccc21	1%	-2.0%	-0.4%	6%	0.3%	23%	i	7%	0%
Cc1ccc(-n2nc(-c3ccco3)cc2C(=O)O)cc1	17%	4.2%	-0.2%	-47%	34%	10%	i	-5%	32%
CCOC(=O)Cn1c(=NC(=O)c2nc3ccccc3s2)sc2cc(S(N)(=O)=O)ccc21	-1%	-2.1%	0.3%	8%	-0.5%	11%	i	-5%	9%
O=C(NCCc1ccccc1)C(=O)NCC(c1ccco1)N1CCOCC1 (configuration not stated)	-4%	-4.6%	0.4%	-16%	0.8%	13%	i	-26%	12%
N#CC1=C(N)Oc2n[nH]c(-c3ccccn3)c2C1c1c(F)cccc1Cl (configuration not stated)	8%	2.9%	.	-85%	3.3%	0%	.	-23%	9%
Nc1[nH]nc2nc(N3CCCC3)nc(-c3ccccc3)c12	-10%	-1.6%	-0.5%	-13%	-0.9%	-25%	i	-3%	-2%
CC1=C(C(=O)c2ccccc2)C(c2cn(-c3ccccc3)nc2-c2ccc(Cl)cc2)NC(=S)N1 (configuration not stated)	-9%	0.3%	1.2%	18%	0.8%	-26%	i	8%	9%
